Screening data as filed in PubChem.
OX1R antag-1: OX1R (human) antagonism. inhibition, % at 6.6 µM. hit rate 1.8% among 330,000. AID 485270. OX1R-expressing cells, FRET antagonist read-out; in the data active = inhibition mostly above about 38%, no sharp cut-off; inactive = mostly below about 40%;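 note: 0% = agonist challenge alone and 100% = reference antagonist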
Target sequence (O43613 whole entry, looked up): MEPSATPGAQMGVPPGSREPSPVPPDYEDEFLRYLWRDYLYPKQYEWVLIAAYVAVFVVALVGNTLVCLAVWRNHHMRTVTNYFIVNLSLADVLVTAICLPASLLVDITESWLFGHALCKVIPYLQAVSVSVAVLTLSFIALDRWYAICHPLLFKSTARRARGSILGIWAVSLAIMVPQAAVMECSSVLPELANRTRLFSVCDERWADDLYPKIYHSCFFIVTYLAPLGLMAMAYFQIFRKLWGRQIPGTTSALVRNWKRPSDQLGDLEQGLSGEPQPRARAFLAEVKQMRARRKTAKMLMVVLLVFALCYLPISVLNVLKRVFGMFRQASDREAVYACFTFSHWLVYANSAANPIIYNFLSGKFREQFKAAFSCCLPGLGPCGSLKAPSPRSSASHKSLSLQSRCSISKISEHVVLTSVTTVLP
OX1R antag-2: antagonists of human orexin 1 receptor | hit rate 0.43% among 330,000 | O43613 | AID 434989 | CHO/OX1R cells, Fluo-8 calcium fluorescence, orexin A | inhibition, % at 5 µM;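 active = inhibition above its plate's threshold, mean inhibition of all tested compounds on the plate plus 3 SD, cut at about 37% in these data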;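 note: 0% = orexin A challenge wells and 100% = SB-334867-A antagonist wells; not every result past the cut was called active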
STK33 kinase inh: inhibitors of human STK33 kinase; Q9BYT3; purified STK33, MBP phosphorylation, ADP-Glo luminescence; inhibition, % at 10 µM; hit rate 0.073% among 320,000; AID 2661;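 active = inhibition at or above 25%, using the most active replicate where run in duplicate; inactive = inhibition below 25%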
Target sequence (Q9BYT3 whole entry, looked up): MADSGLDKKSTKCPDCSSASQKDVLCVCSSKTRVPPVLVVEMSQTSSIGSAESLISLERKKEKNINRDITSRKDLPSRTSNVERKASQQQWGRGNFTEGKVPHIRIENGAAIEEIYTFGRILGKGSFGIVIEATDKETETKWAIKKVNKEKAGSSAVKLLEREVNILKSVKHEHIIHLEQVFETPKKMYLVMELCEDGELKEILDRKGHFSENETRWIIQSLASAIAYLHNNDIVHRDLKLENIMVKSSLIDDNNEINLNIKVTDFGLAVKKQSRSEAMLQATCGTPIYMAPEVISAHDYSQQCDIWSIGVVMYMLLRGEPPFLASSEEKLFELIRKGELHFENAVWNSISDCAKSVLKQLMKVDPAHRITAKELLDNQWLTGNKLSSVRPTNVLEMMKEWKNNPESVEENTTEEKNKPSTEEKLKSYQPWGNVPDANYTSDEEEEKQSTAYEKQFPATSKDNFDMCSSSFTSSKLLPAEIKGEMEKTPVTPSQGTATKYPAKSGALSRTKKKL
An asterisk follows results filed as active; · = no result given.

OX1R antag-1	OX1R antag-2	STK33 kinase inh	compound
27	-17	-0.7	CCC(=O)Nc1ccc(OC)cc1OC
10	-17	-1.0	Cc1cc2occ(CC(=O)NNC(=O)c3ccccc3)c2cc1C
12	7	-1.4	CN(C(=O)COC(=O)CNC(=O)C12CC3CC(CC(C3)C1)C2)C1CCS(=O)(=O)C1 (configuration not stated)
8	-7	0.7	CCOC(=O)c1c(S(=O)(=O)NCc2cccs2)c(C)n(C)c1C
1	-20	-2.1	O=C(CCN1C(=O)c2ccccc2C1=O)Nc1ccc(F)cc1F
21	-27	1.8	COc1ccc(CCNC(=O)c2ccc(-c3cccc([N+](=O)[O-])c3)o2)cc1OC
4	-16	-0.8	CCOc1ccc(N(C)S(=O)(=O)c2ccc3[nH]cc(C(=O)NCC(OC)OC)c(=O)c3c2)cc1
6	-7	1.4	COc1cc(NC(=O)c2cccc(NC3=NC4CS(=O)(=O)CC4S3)c2)cc(OC)c1OC (configuration not stated)
18	-23	-0.1	CC(C)CCNC(=O)COc1ccc(N(C)S(=O)(=O)c2ccc(F)cc2)cc1
34	-17	-0.6	Cc1nc2ccccn2c1C(=O)NNC(=O)Nc1cccc(C(F)(F)F)c1
17	-33	-0.1	CCCC(c1nnnn1Cc1ccc(F)cc1)N1CCN(C2CCCCC2)CC1 (configuration not stated)
14	-4	-1.2	CS(=O)(=O)Nc1nnc(SCC(=O)N(c2ccccc2)c2ccccc2)s1
6	-11	-1.8	CC1(c2nnc(-c3ccncc3)o2)CC(c2cccc(Cl)c2)=NO1 (configuration not stated)
5	3	-0.4	COc1ccc(/C(C)=N/OC/C(O)=C(\C#N)c2nc3ccccc3[nH]2)cc1
91*	-8	-2.2	NC(=O)[C@H]1CC2(CC(c3cccc(NC(=O)[C@H]4CCC(=O)N4)c3)=NO2)CN1C(=O)c1cc([N+](=O)[O-])cc([N+](=O)[O-])c1 (some centres not stated)
22	-18	-1.2	Cc1cccc(OCCSc2cc(C)nc(N)n2)c1
10	-5	-0.2	CCOC(=O)Nc1ccc2nc(Sc3ccc(Cl)cc3)sc2c1
25	-14	·	OCCC1CN(Cc2cnn(-c3ccccc3Cl)c2)CCN1Cc1ccsc1 (configuration not stated)
-10	-9	-1.2	COc1ccc(S(=O)(=O)NCC2CCC(C(=O)NCc3ccc(F)cc3)CC2)cc1 (configuration not stated)
6	-1	-0.5	CCN(CC)C(=O)C1CCC(C)(C(=O)O)C1(C)C (configuration not stated)
70	-26	-2.1	CCSc1nnc(NC(=O)c2nc(-c3ccccc3)n(-c3ccccc3)n2)s1
13	6	-1.0	COCCSc1nnc(NC(=O)CS(=O)(=O)c2ccccc2)s1
14	-20	-0.8	Cc1nc(NCCN2CCOCC2)c2nnn(Cc3ccccc3Cl)c2n1
9	-2	0.2	O=C(c1cccc(Br)c1)N1CCN(C(=O)N2CCOCC2)CC1
8	8	-2.2	CCC(=O)N1N=C(c2ccc(NS(=O)(=O)c3ccc(C)cc3)cc2)CC1c1ccco1 (configuration not stated)
22	-26	-0.4	CCn1c(-c2cc(-c3cc(OC)ccc3OC)nc3ccccc23)n[nH]c1=S
1	-10	2.1	Cc1n(CC(=O)c2ccc(F)cc2)c2ccccc2[n+]1C
20	-12	0.5	CCNC(=S)N/N=C/c1c(C)nn(-c2cccc(Cl)c2)c1Cl
1	-15	-0.3	COc1ccc(N2CCN(S(=O)(=O)c3cc4c(cc3C)N(C(C)=O)CCO4)CC2)cc1
10	-14	-0.3	COc1ccc(Nc2nc3ccccc3nc2C)cc1
28	-16	-0.3	O=[N+]([O-])c1ccccc1-n1cnc2ccccc21
9	3	-1.1	CCNC(=S)N/N=C(\C)c1ccco1
0	-2	-1.1	O=C(N1CCN(c2ccc(F)cc2)CC1)C12CC3CC(CC(C3)C1)C2
30	-29	0.6	CC[C@H](C)[C@@H](CN[C@H](C)CNC)NCCC(c1ccccc1)c1ccccc1
25	-34	0.6	O=C(Nc1nc(-c2nc3ccccc3s2)cs1)C1CC1
16	-30	0.6	CC(C)(C)SC(=O)CC1NS(=O)(=O)OCC1NC(=O)OCC(Cl)(Cl)Cl (configuration not stated)
33	-35	2.0	Cn1c(-[n+]2c(-c3ccccc3)cc(-c3ccccc3)cc2-c2ccccc2)nc2cc([N+](=O)[O-])ccc21
15	0	-1.3	Cc1ccc(-c2nn(-c3ccccc3)cc2CO)o1
24	5	-0.8	COc1cc(OC)c(C2C(C#N)=C(N)OC3=C2C(=O)CC(C)(C)C3)cc1OC (configuration not stated)
7	6	-2.6	O=C(NN1C(=O)C2C(C1=O)C1C=CC2C12CC2)c1ccccc1 (configuration not stated)
4	0	-1.9	O=c1c2c([nH]c3ccccc13)CCCCCC2
8	-7	0.5	COC(=O)C1=C(C)N(c2ccc(OC)c(OC)c2)C(=O)/C1=C\c1ccco1
13	6	-1.1	Cc1cc(CN2CCOCC2)c(O)c(C2(C)CCCCC2)c1
11	0	0.3	Cc1ccc(NC(=O)NNC(=O)C2CC(c3cccnc3)=NO2)cc1 (configuration not stated)
26	-4	0.1	COc1ccc(NC(=O)N2CCN(c3cccc(C(F)(F)F)c3)CC2)cc1OC

Quoted at random: 5 entries already listed
OX1R antag-1	OX1R antag-2	STK33 kinase inh	compound
24	5	-0.8	COc1cc(OC)c(C2C(C#N)=C(N)OC3=C2C(=O)CC(C)(C)C3)cc1OC (configuration not stated)
26	-4	0.1	COc1ccc(NC(=O)N2CCN(c3cccc(C(F)(F)F)c3)CC2)cc1OC
10	-17	-1.0	Cc1cc2occ(CC(=O)NNC(=O)c3ccccc3)c2cc1C
8	-7	0.5	COC(=O)C1=C(C)N(c2ccc(OC)c(OC)c2)C(=O)/C1=C\c1ccco1
28	-16	-0.3	O=[N+]([O-])c1ccccc1-n1cnc2ccccc21

Next part
OX1R antag-1	OX1R antag-2	STK33 kinase inh	compound
14	-30	0.5	COc1ccccc1OCCNC(=O)c1ccc(C(C)(C)C)cc1
22	-35	-1.7	Cc1ccc(C(=O)c2c(NC(=O)c3ccccc3)sc(C)c2C)cc1
16	-8	-1.6	CCC1(c2ccccc2)NC(=O)N(CC(=O)c2ccc3c(c2)OCO3)C1=O (configuration not stated)
0	-29	-0.2	CC(C)NC(=O)COCc1cc(-c2ccc3c(c2)OCO3)on1
11	-13	0.5	Cc1nnc(NCc2ccncc2)c2ccccc12
28	-17	-1.3	C/C(=N/NC(=O)c1ccc(Cl)s1)c1ccc(NC(=O)COc2ccc(Cl)cc2)cc1
6	-23	-0.2	Cc1ccc(-c2nn(CC(=O)NCc3ccccn3)c(=O)c3ccccc23)cc1S(=O)(=O)N(C)C
8	-10	0.3	O=C(COC(=O)Cc1ccc(Br)cc1)NCC1CCCO1 (configuration not stated)
30	-10	0.1	O=C(O)CCCNc1ccc(S(=O)(=O)N2CCCCC2)cc1
16	-21	-0.4	O=C(CCNS(=O)(=O)c1cccc2nonc12)NC1CCCCCC1
3	3	0.9	NS(=O)(=O)c1ccc(CCNC(=O)C(=O)c2c[nH]c3ccccc23)cc1
45	-8	·	CC1CCN(CCCNC(=O)C2CCC(CNS(=O)(=O)c3cccc4nsnc34)CC2)CC1 (configuration not stated)
34	-14	-0.6	C=C(C)CNC(=S)N=Nc1c(O)[nH]c2ccc([N+](=O)[O-])cc12
7	2	-0.4	COc1ccc(S(=O)(=O)Nc2ccc(-c3ccc4nnc(C)n4n3)cc2)c(OC)c1
20	-15	-1.0	Cc1ccccc1N=C1NC(=O)CS1
6	-14	·	CC[C@]1(C(=O)OC)[C@H]2C(=O)N(C)C(=O)[C@H]2[C@H]2CN=C(SCc3ccccc3)N21
7	-6	-1.6	Cc1cc(C(=O)Nc2nnc(C3CC3)s2)c(C)s1
15	-13	1.1	COc1ccccc1CCC(=O)Nc1ccc(S(=O)(=O)Nc2cc(C)nc(C)n2)cc1
1	-14	-0.9	COc1cc(CC(=O)OCC(=O)N2CCCCC2)cc(OC)c1OC
39*	16	1.1	Cc1ccccc1C(=O)c1cccn1CC(=O)NCC(C)c1ccccc1 (configuration not stated)
16	-21	-1.6	Cc1c(Cl)cnc(NC(=O)CSc2nnc(C)n2Cc2ccccc2)c1Cl
19	0	-1.8	COc1ccc(C(c2c(C)n(C)n(-c3ccccc3)c2=O)c2c(C)n(C)n(-c3ccccc3)c2=O)cc1O
2	1	-0.3	c1ccc(-n2nnnc2N2CCOCC2)cc1
11	1	1.2	O=C(CCl)NN1C(=O)NC2(CCCCC2)C1=O
8	3	-0.1	COC(=O)Oc1ccc(/C=C/C(=O)OC(C)C)cc1OC(=O)OC
26	-9	-1.5	CCN(CC)c1ccc(-c2nn3c(-c4n[nH]c5c4CCC5)nnc3s2)cc1
-3	-13	-1.5	COCCNC(=O)C(c1ccccc1C)N(C(=O)Cn1nnc2ccccc21)c1cccnc1 (configuration not stated)
8	-34	-1.9	CC1C(=O)Nc2ccc(S(=O)(=O)N3CCN(c4cccc(Cl)c4)CC3)cc2NC1=O (configuration not stated)
14	-8	-0.1	O=C(O)CC1c2ccccc2CCN1S(=O)(=O)c1ccccc1 (configuration not stated)
26	-19	13	COc1cccc(NC(=O)N(Cc2cc3cc(C)cc(C)c3[nH]c2=O)CC2COCCO2)c1 (configuration not stated)

A different layout for part of the listing above.
Each structure is followed by: OX1R antag-1 | OX1R antag-2 | STK33 kinase inh
- COc1ccccc1CCC(=O)Nc1ccc(S(=O)(=O)Nc2cc(C)nc(C)n2)cc1
    15 | -13 | 1.1
- COc1cc(CC(=O)OCC(=O)N2CCCCC2)cc(OC)c1OC
    1 | -14 | -0.9
- Cc1ccccc1C(=O)c1cccn1CC(=O)NCC(C)c1ccccc1 (configuration not stated)
    39* | 16 | 1.1
- Cc1c(Cl)cnc(NC(=O)CSc2nnc(C)n2Cc2ccccc2)c1Cl
    16 | -21 | -1.6
- COc1ccc(C(c2c(C)n(C)n(-c3ccccc3)c2=O)c2c(C)n(C)n(-c3ccccc3)c2=O)cc1O
    19 | 0 | -1.8
- c1ccc(-n2nnnc2N2CCOCC2)cc1
    2 | 1 | -0.3

(more compounds)
OX1R antag-1	OX1R antag-2	STK33 kinase inh	compound
3	-8	-2.6	CC(C)c1nn2c(=O)cc(O)nc2s1
6	7	-0.9	COc1ccccc1CNC(=O)CNC(=O)N1CC(=O)Nc2ccccc21
0	-23	0.7	CC(C)CNC(=O)c1c(N)n(/N=C/c2ccccn2)c2nc3ccccc3nc12
9	-10	-0.2	CC(C)CN(C(=O)c1ccc(=O)n(C)n1)c1c(N)n(Cc2ccccc2)c(=O)[nH]c1=O
21	-45	-0.2	CCOC(=O)/C=C/c1ccc(C(F)(F)F)cc1S(=O)(=O)NC(C)(C)C
12	-27	-1.1	CCCc1cc(=O)[nH]c(SCC(=O)c2cc(C)n(C)c2C)n1
54*	-18	0.4	CN(Cc1ccccc1)C(=O)c1ccc([N+](=O)[O-])o1
7	-14	0.6	CCOc1ccccc1N1CCN(C(=O)CCCc2nc3ccccc3s2)CC1
7	5	-0.8	CN(CC(=O)NC1CC1)S(=O)(=O)c1ccc(F)cc1
-6	2	0.6	CN(C)C(=O)c1cc(C(=O)c2c(F)cccc2F)c[nH]1
10	-15	-0.9	Cc1ccccc1C(=O)Nc1ccc(S(=O)(=O)N2CC(C)OC(C)C2)cc1 (configuration not stated)
13	7	-1.4	CC(=O)Nc1ccc(S(=O)(=O)N2CCNC(=O)CC2)cc1
-6	-1	-0.7	NC(=O)Oc1cccc(OC(N)=O)c1
22	7	-0.9	CC1CN(CCS(=O)(=O)c2cc(Cl)ccc2Cl)CC(C)O1 (configuration not stated)
6	-17	-0.9	CCCNC1=CC(=O)CC(C)(C)C1
6	-1	1.2	Cc1cc(Cl)c(OCCCn2ccnc2)c(Br)c1
10	-13	-0.4	CCCCCCn1c(CN2CCCC(C)C2)nc2c1c(=O)n(C)c(=O)n2C (configuration not stated)
4	8	0.2	CC(=O)N(c1ccc(Cl)cc1)c1c[nH]c2ccccc12
1	4	-1.3	COc1ccc(C2C(C)C3(O)CC(C#N)(C(=O)N3)C2(C#N)C#N)cc1 (configuration not stated)
12	-8	1.2	CN(C)CCCN(C(=O)c1ccc(Cl)s1)c1nc2cc3c(cc2s1)OCO3
-6	-4	-14	NC(=O)c1ccccc1NC(=O)CC12CC3CC(CC(C3)C1)C2
37	1	-1.7	CS(=O)(=O)Nc1ccccc1C(=O)Nc1cccc(Cl)c1
21	-30	0.0	C=CCn1c(SCC(=O)NC2CCS(=O)(=O)C2)nc2sc(CC)cc2c1=O (configuration not stated)
0	-2	1.2	COc1cc(/C=N/n2c(C)nnc2C)cc(OC)c1OC
5	-6	1.2	Cc1ccc(NC(=O)c2ccccc2OCc2c(C)noc2C)cc1S(=O)(=O)N(C)C
17	-15	-2.3	COc1cccc(OC)c1C(=O)Nc1cccc(NC(=O)c2cccs2)c1
1	-16	-1.9	O=S(=O)(Oc1ccccc1)c1cccnc1
23	-25	-1.6	COc1ccccc1CCNC(=O)CCn1nc(C)c2c(C)n(-c3ccccc3)nc2c1=O
11	-28	0.2	O=C(NC(=S)NCc1ccccc1)c1cccc([N+](=O)[O-])c1
12	-40	1.3	Cn1c(=O)n(Cc2ccc(Cl)cc2)c(=O)c2c1nc1n2CCN1Cc1ccco1
47	-9	6.3	Cc1cc(C)c(S(=O)(=O)/N=C2\C=C(Nc3ccc(C(=O)O)cc3)C(=O)c3ccccc32)c(C)c1
11	-7	1.3	Cn1c(SCc2n[nH]c(=S)o2)nnc1-c1ccccc1
-3	14	0.2	CCOC(=O)c1cccnc1SCC(=O)NCc1ccccc1
14	-4	0.6	COC(=O)CC1C(=O)NCCN1C(=O)Nc1cccc(Cl)c1 (configuration not stated)
6	-6	-4.2	COCc1[nH]nc2c1C(c1c(F)cccc1Cl)C(C#N)=C(N)O2 (configuration not stated)
